High-throughput results deposited in PubChem by NMMLSC.
Bim-Bcl-XL: inhibitors of Bim-Bcl-XL interaction, human; Q07817; Bim peptide-Bcl-XL binding, bead flow cytometry, fluorescence; inhibition, % at 10 µM; actives 0.04% (n = 190,000); AID 1007
Target sequence (Q07817 whole entry, looked up): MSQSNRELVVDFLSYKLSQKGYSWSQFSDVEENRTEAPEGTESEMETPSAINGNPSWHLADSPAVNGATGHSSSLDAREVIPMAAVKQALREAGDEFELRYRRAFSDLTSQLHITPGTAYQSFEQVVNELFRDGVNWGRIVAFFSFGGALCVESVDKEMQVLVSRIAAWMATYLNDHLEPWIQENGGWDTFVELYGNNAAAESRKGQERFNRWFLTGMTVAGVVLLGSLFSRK
RGS7-Gao reg: regulators of human RGS7-Galphao interaction; binding response (% of control), % at 10 µM; P09471; Multiplexed bead flow cytometry, RGS7-Galphao binding; actives lie on both sides; actives 0.35% (n = 220,000); in the data active = binding response below about 49% or above about 150%; inconclusive = no clear call, values can overlap the other calls; inactive = in between;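 note: fluorescent Galphao held in activated GDP-AlF4 state binding bead-coupled RGS7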
ABCG2 inh: inhibitors of human ABCG2 transporter, ABCB1 counter-screen | Q9UNQ0 | IgMXP3 cells, JC-1 efflux, flow cytometry | inhibition, % at 6.6 µM | actives 0.1% (n = 190,000) | AID 1325;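 active = inhibition above 80%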;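 note: 0% = DMSO and 100% = nicardipine control wells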
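Times: 10 min at 25 °C | Test system: Two drug-resistant human cell lines, ABCG2 and ABCB1 | Quantity: 3 million cells/mL final, two lines in 1:1 ratio | Signal: Flow cytometry, 530 nm JC-1 signal | Dosing: Compound at 6.6 µM | Controls: Nicardipine and DMSO wells | Reagent: JC-1 as fluorescent efflux pump substrate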
RGS4-Gao reg: modulates binding of RGS4 to human Galphao | Multiplexed bead flow cytometry; actives lie on both sides | binding response (% of control), % at 10 µM | actives 0.33% (n = 220,000) | AID 1415; in the data active = binding response below about 49% or above about 150%; inactive = in between;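 note: fluorescent Galphao activated with aluminum fluoride binding bead-coupled RGS4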
Bcl-B Bim block: disrupts Bim peptide binding to human Bcl-B; AID 951; bead-based flow cytometry; actives 0.073% (n = 190,000); inhibition, % at 10 µM; Q9HD36;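 note: 0% = tracer peptide without compound and 100% = reference inhibitor peptide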
Target sequence (Q9HD36 whole entry, looked up): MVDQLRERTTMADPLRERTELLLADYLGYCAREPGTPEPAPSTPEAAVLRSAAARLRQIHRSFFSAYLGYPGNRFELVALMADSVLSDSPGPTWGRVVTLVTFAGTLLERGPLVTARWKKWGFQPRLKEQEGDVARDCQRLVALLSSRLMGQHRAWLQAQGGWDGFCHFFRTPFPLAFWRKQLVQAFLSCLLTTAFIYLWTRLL
Bfl-1 Bim block: human Bim-Bfl-1 interaction inhibition; Q16548; Bead-based flow cytometry, Bim-Bfl-1 binding inhibition; inhibition, % at 10 µM; actives 0.12% (n = 190,000); AID 1008;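 note: 0% = wells without compound plus tracer and 100% = blocker peptide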
Bcl-2 Bim block: human Bim-Bcl-2 interaction inhibition; P10415; Bead-based flow cytometry, Bim peptide-Bcl-2 binding; inhibition, % at 10 µM; actives 0.06% (n = 190,000); AID 950; in the data active = inhibition above about 40%; inconclusive = no clear call, values can overlap the other calls;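 note: 0% = no compound wells with probe peptide and 100% = reference peptide inhibitor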
Target sequence (P10415 whole entry, looked up): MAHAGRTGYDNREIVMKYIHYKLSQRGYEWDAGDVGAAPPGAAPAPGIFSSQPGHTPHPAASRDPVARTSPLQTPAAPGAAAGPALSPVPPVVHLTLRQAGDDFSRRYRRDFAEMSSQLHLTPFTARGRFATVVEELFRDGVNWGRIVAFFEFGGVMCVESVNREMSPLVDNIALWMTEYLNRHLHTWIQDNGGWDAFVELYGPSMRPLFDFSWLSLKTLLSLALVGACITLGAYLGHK
Bcl-W Bim block: disrupts Bim peptide binding to human Bcl-W; Q92843; bead-based flow cytometry; inhibition, % at 10 µM; actives 0.02% (n = 190,000);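 note: 0% = bound tracer without compound and 100% = peptide blocker; higher means less fluorescent Bim peptide bound to Bcl-W beads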
RGS8-Gao: modulates binding of RGS8 to human Galphao; multiplexed bead flow cytometry; actives lie on both sides; P09471; actives 0.34% (n = 220,000); response (percent of control binding), % at 10 µM; AID 1423; in the data active = response below about 60% or above about 140%; inactive = in between;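 note: Galphao activated as the GDP aluminium fluoride complex binding bead-coupled RGS8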
ABCB1 inh: blocks JC-1 efflux by human ABCB1 transporter. P08183. CCRF-Adr cells, flow cytometry. inhibition, % at 6.6 µM. actives 0.067% (n = 190,000); in the data active = inhibition above about 40%;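 note: 0% = vehicle and 100% = reference inhibitor; higher value means more JC-1 retained so stronger ABCB1 efflux block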
Bim-Mcl-1: disrupts Bim peptide binding to human Mcl-1; actives 0.1% (n = 190,000); Bead-based flow cytometry, Bim peptide-Mcl-1 binding; inhibition, % at 10 µM;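 note: 0% = no compound tracer wells and 100% = peptide blocker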
Target sequence (Q07820 whole entry, looked up): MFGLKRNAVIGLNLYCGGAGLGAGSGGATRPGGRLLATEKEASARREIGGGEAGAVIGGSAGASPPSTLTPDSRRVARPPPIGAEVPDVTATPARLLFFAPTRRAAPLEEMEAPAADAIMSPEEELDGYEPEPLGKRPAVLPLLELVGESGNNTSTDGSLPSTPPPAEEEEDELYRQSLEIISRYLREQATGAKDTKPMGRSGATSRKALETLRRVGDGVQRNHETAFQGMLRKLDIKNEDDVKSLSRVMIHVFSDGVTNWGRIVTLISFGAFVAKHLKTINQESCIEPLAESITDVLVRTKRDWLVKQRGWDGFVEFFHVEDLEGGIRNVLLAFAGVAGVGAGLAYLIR
Starred values were filed as active, the others as inactive; ? = inconclusive. Cut-off read from the data, not from the text of the source, unless noted: active = inhibition above about 40%.

SMILES	Bim-Bcl-XL	RGS7-Gao reg	ABCG2 inh	RGS4-Gao reg	Bcl-B Bim block	Bfl-1 Bim block	Bcl-2 Bim block	Bcl-W Bim block	RGS8-Gao	ABCB1 inh	Bim-Mcl-1
Cc1ccc(Cn2ccc(NC(=O)c3cc4nc(-c5ccco5)cc(C(F)(F)F)n4n3)n2)cc1	-2	89	4	89	-2	-1	-1	-2	99	0.3	0
COc1ccc(NC(=O)CCCn2c(=O)[nH]c3ccccc3c2=O)cc1	-3	99	5	101	-3	0	0	-1	101	0.9	-1
c1ccc2c(c1)OCC(CNc1ncnc3sccc13)O2 (stereo not drawn)	-5	100	0	99	-9	-11	-8	-2	105	0.1	-3
Cc1ccccc1-c1nc(CN2CCC(C(=O)N3CCC(C(N)=O)CC3)CC2)c(C)o1	-3	100	2	100	-5	-9	-6	2	100	0.5	-1
Cc1c([N+](=O)[O-])cc(C(=O)Oc2ccc(Br)cc2C(=S)N2CCCCC2)cc1[N+](=O)[O-]	-9	99	6	97	-9	-14	-7	0	98	-1.7	0
COc1ccc2[nH]c(C)c(CCNC(=S)Nc3ccc(C)cc3)c2c1	0	98	0	100	-1	0	-4	0	101	-0.3	-4
Cc1nn(Cc2ccc(Cl)c(Cl)c2)c(C)c1NC(=O)c1cn(-c2ccccc2)nc1-c1ccccc1	-2	105	8	107	-2	0	-3	-1	104	0.8	-8
Cc1ccccc1Nc1nc(N)nc(CSc2nnc3ccccn23)n1	-1	?	1	100	-9	-2	1	-2	99	-0.1	0
Cc1ccc(C)c(NC(=S)N=Nc2c(O)n(C)c3ccc(S(=O)(=O)N4CCOCC4)cc23)c1	-11	99	-1	102	-14	-15	-3	-9	99	-0.4	-5
CCC(=O)N1c2ccccc2NC2=C(C(=O)CC(C)(C)C2)C1c1cccnc1 (stereo not drawn)	3	94	1	96	-4	-2	0	4	98	0.3	2
c1ccc(-c2noc(-c3ccc4ccccc4c3)n2)nc1	0	97	2	100	0	1	0	-1	100	0.6	-1
O=C(Nc1ccc(N2CCN(C(=O)c3ccccc3F)CC2)cc1)c1ncn[nH]1	-9	90	1	93	-3	0	-4	-3	96	0.0	-3

Some of these compounds in order of count of non-hydrogen atoms, largest number first.
SMILES	Bim-Bcl-XL	RGS7-Gao reg	ABCG2 inh	RGS4-Gao reg	Bcl-B Bim block	Bfl-1 Bim block	Bcl-2 Bim block	Bcl-W Bim block	RGS8-Gao	ABCB1 inh	Bim-Mcl-1
Cc1ccccc1-c1nc(CN2CCC(C(=O)N3CCC(C(N)=O)CC3)CC2)c(C)o1	-3	100	2	100	-5	-9	-6	2	100	0.5	-1
CCC(=O)N1c2ccccc2NC2=C(C(=O)CC(C)(C)C2)C1c1cccnc1 (stereo not drawn)	3	94	1	96	-4	-2	0	4	98	0.3	2
c1ccc2c(c1)OCC(CNc1ncnc3sccc13)O2 (stereo not drawn)	-5	100	0	99	-9	-11	-8	-2	105	0.1	-3

The listing continues:
SMILES	Bim-Bcl-XL	RGS7-Gao reg	ABCG2 inh	RGS4-Gao reg	Bcl-B Bim block	Bfl-1 Bim block	Bcl-2 Bim block	Bcl-W Bim block	RGS8-Gao	ABCB1 inh	Bim-Mcl-1
CCOC(=O)C1CCC(CN(Cc2ccccc2)S(=O)(=O)c2ccc([N+](=O)[O-])cc2)CC1 (stereo not drawn)	-8	99	16	99	-8	-13	-7	-2	102	0.3	-4
CN(CCc1cnn(C)c1)Cc1nc(CC2CC2)no1	0	95	0	95	-3	4	-6	0	98	-1.1	-4
COCCNCC(=O)C12CC3CC(CC(C3)C1)C2	0	102	0	102	0	0	-3	-1	101	0.1	-1
Cn1c(Cn2c(=O)sc3ccccc32)nnc1SCc1cccnc1	-7	99	-1	99	-4	-6	-5	-8	98	0.5	-3
O=[N+]([O-])c1ccc(N/N=C/c2c[nH]c3ccccc23)c(S(=O)(=O)Nc2ccc(Cl)cc2)c1	-6	92	0	101	-9	-10	-10	3	99	2.0	-1
O=C(c1ccco1)N(Cc1nc2ccccc2c(=O)[nH]1)C1CCCC1	-1	87	3	81	-2	-1	-3	0	92	0.8	-1
O=c1oc2ccccc2cc1-c1nc2c(s1)CCc1ccccc1-2	11	103	-4	96	-15	9	8	7	100	-0.5	7
O=C(O)CCc1ccc(-c2cccs2)n1CCc1ccccc1	-4	103	4	100	-4	-5	0	0	100	1.1	-1
COc1cc(NC(=S)NN2CCN(C)CC2)cc(OC)c1OC	-4	101	5	98	-7	-4	0	0	100	-0.5	-3
COc1nc(N(C)S(=O)(=O)c2ccc(C)cc2)nc(C)c1Cl	-3	105	4	108	-4	-7	0	3	108	1.9	4
O=C1C2CC=CCC2C(=O)N1c1n[nH]c(Cc2ccccc2)n1 (stereo not drawn)	-5	98	4	96	-9	-14	-7	2	97	0.3	-1
O=C(Cc1nc2ccccc2[nH]1)N/N=C/c1ccccc1	-8	99	1	98	-8	-5	-7	-4	97	0.1	2

Look-ups from the entries so far.
Entry of O=[N+]([O-])c1ccc(N/N=C/c2c[nH]c3ccccc23)c(S(=O)(=O)Nc2ccc(Cl)cc2)c1 in RGS7-Gao reg: 92
Entry of O=C(Cc1nc2ccccc2[nH]1)N/N=C/c1ccccc1 in ABCB1 inh: 0.1
Entry of O=c1oc2ccccc2cc1-c1nc2c(s1)CCc1ccccc1-2 in ABCG2 inh: -4
Entry of COCCNCC(=O)C12CC3CC(CC(C3)C1)C2 in Bim-Mcl-1: -1
Entry of COc1cc(NC(=S)NN2CCN(C)CC2)cc(OC)c1OC in Bcl-W Bim block: 0
Entry of O=C(O)CCc1ccc(-c2cccs2)n1CCc1ccccc1 in Bfl-1 Bim block: -5

Other records:
SMILES	Bim-Bcl-XL	RGS7-Gao reg	ABCG2 inh	RGS4-Gao reg	Bcl-B Bim block	Bfl-1 Bim block	Bcl-2 Bim block	Bcl-W Bim block	RGS8-Gao	ABCB1 inh	Bim-Mcl-1
Cc1nn(CC(=O)Nc2ccc3c(c2)nc2n3CCOC2)c(=O)c2ccccc12	-9	97	-2	102	-5	0	-3	-8	114	-0.7	-6
CC(=O)CC(c1ccccc1)S(=O)(=O)c1ccc(C)cc1 (stereo not drawn)	-4	101	7	99	-5	-7	-4	0	102	1.9	2
CCC(Sc1nnnn1-c1ccccc1)C(=O)Nc1nc2ccccc2s1 (stereo not drawn)	-4	99	17	99	-7	-10	-5	1	103	0.6	1
O=C(O)C(Cc1c[nH]c2ccccc12)NS(=O)(=O)c1ccccc1 (stereo not drawn)	0	90	2	89	-1	-1	-2	0	78	0.3	-3
COc1cc2nc(-c3ccccc3)nc(N3CCCC3)c2cc1OC	-8	96	46	97	-2	-5	-8	-4	108	3.2	-7
CC(/C=N/N1C(=O)CSC1=S)=C\c1ccccc1	0	102	-7	103	0	0	-1	-3	98	-4.1	-3
CNC(=O)Nc1ccc2snnc2c1	-3	97	1	102	-3	-6	-4	-3	100	0.2	2
CCC(C)(C)NC(=O)C(Sc1ccccc1)c1ccccc1 (stereo not drawn)	-4	112	12	99	0	0	-6	-4	96	3.1	-8
Cc1ccc(S(=O)(=O)NCCCNc2ccc([N+](=O)[O-])cc2)cc1	0	105	10	105	-1	-7	-4	0	113	1.0	2
Nc1c(Cl)ncnc1N/N=C/c1ccnc2ccccc12	-4	93	25	97	-3	2	0	-1	104	2.4	-2
CCC(C)NC(=S)Nc1ccccc1OC (stereo not drawn)	-5	110	0	107	-2	-3	-3	-4	109	0.3	-1
N#Cc1cc2cc3ccccc3nc2n2c(=O)c3ccccc3nc12	4	101	6	104	-2	2	2	10	102	0.6	6
O=C(CCCN1C(=O)c2ccccc2C1=O)NC1CCCCCC1	-4	85	2	86	-8	-7	-3	2	95	0.3	3
CCc1ccccc1NC1=NCC(=O)N1Cc1ccc(OC)cc1	-1	100	2	100	0	-1	-3	-4	100	0.4	-2
CCOc1cc(/C=C2/NC(=O)NC2=O)cc(Br)c1OCc1ccc(C(=O)O)cc1	0	111	2	105	0	-4	0	3	102	0.9	1
O=C(C1CCCN(S(=O)(=O)c2cccc3cccnc23)C1)N1CCN(c2ccccc2F)CC1 (stereo not drawn)	11	90	6	89	5	10	7	5	79	3.4	8
OCCNc1nc(-c2cccnc2)nc2ccccc12	-2	101	6	99	-6	-8	-9	2	103	0.3	-1
CCOc1ccc(NC(=O)[C@@H](NC(=O)c2ccccc2)[C@@H](C)CC)cc1	-6	103	17	101	-7	-16	-5	-2	101	2.2	-3
Cc1ccc(C)c(NC(=O)c2cnn3ccccc23)c1	-6	101	-3	101	-5	-5	-4	1	100	-2.9	2
CCc1nc(OCc2ccco2)c2sc3nc4c(cc3c2n1)COC(C)(C)C4	-11	102	21	97	-13	-3	-9	-4	97	1.9	-3
O=c1c2cnn(-c3ccc(F)cc3)c2ncn1Cc1ccc(F)cc1	-2	103	0	99	-5	10	4	2	102	0.1	-2
N/C(=N\OC(=O)CC1CCCCC1)c1cccc([N+](=O)[O-])c1	-3	103	27	99	-6	-5	-5	-2	102	0.7	-2
Cn1c(=O)oc2cc(S(=O)(=O)NCc3ccco3)ccc21	0	101	2	97	-4	-12	-10	0	102	0.2	-2
CCc1ccc(NC(=O)CCn2ccnc2C)cc1	-8	100	4	100	-3	0	-3	-3	103	0.5	0
COc1cnc(-c2ccccn2)nc1Oc1ccc(Cl)cc1	0	97	1	100	-2	-11	-3	3	98	-0.2	1
Cc1ccc(N(CC(=O)N/N=C/c2cc(C)n(-c3ccccc3)c2C)S(C)(=O)=O)c(C)c1	3	98	2	99	-6	-11	-6	0	101	0.6	0
Cc1c(C(=O)N2CCc3ccccc3C2)oc2ccc(S(=O)(=O)N3CC(C)CC(C)C3)cc12 (stereo not drawn)	-18	100	17	99	-31	0	-2	-7	94	2.6	-10
CCCCN(CCCC)/C(N)=N/c1nc(C)cc(C)n1	-2	102	-1	101	-5	-2	-3	-2	105	-0.3	-2
COc1ccc(OC)c(NC(=O)c2ccccc2N(Cc2ccccc2)S(C)(=O)=O)c1	-8	97	1	98	-5	-4	-1	-5	98	0.1	-2
O=C(OCc1cnc(Cl)s1)c1ccc(Cl)cc1	0	106	2	103	-1	0	0	0	101	0.4	0
COc1ccc(NC(=O)COc2ccc(-c3nn(C)c(=O)c4ccccc34)cc2)cc1	2	100	9	103	0	1	2	5	104	1.5	5
FC(F)(F)c1ccccc1NC(=S)N/N=C1\CC2CC=CC12 (stereo not drawn)	0	100	-6	101	6	5	1	-5	101	-1.4	-9
CCC(=O)c1c[nH]c(C(=O)NCc2cccnc2)c1	1	85	1	92	0	-4	0	0	95	0.2	0
COc1ccc(CCNC(=O)c2nnn(CC(=O)Nc3ccccc3C)c2N)cc1OC	0	101	1	100	0	1	0	-3	101	0.1	-2
O=C(NCc1ccncc1)C(=O)Nc1nc(C23CC4CC(CC(C4)C2)C3)cs1	-7	98	29	97	-10	-1	-8	-7	99	1.1	-4
O=C(Nc1ccc(O)c(-c2nc3ccccc3s2)c1)c1cccs1	1	113	4	110	-2	3	4	1	117	0.1	0
O=C(NCCc1ccc(F)cc1)C1CCCCC1	-3	103	0	102	-4	0	-1	-1	102	0.3	-2
COC(=O)Cn1c(=NC(=O)C2COc3ccccc3O2)sc2cc(S(N)(=O)=O)ccc21 (stereo not drawn)	-4	100	1	97	-10	-1	3	-1	100	-0.2	-3
CCCOc1ccc(OCC(=O)c2[nH]c(C)c(C(C)=O)c2C)cc1	-1	96	2	96	-6	-7	-6	-3	100	0.4	0
COc1ccc(Cl)cc1S(=O)(=O)Nc1cccc(C(=O)O)c1	1	97	0	95	4	-1	2	4	102	0.2	0
